High-throughput results from PubChem.
N370S GC mod – inhibitors or activators of N370S glucocerebrosidase for Gaucher disease | hit rate 0.092% among 330,000 | Potency, µM (top dose mostly 59.4 µM), without a hit: at the top dose activity change, negative = inhibition, actives largely listed as inhibitors | N370S GC spleen homogenate, 4MU-glucoside fluorescence;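 also: 0% = full enzyme activity and -100% = no enzyme basal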
TDP1 inh – inhibitors of human tyrosyl-DNA phosphodiesterase TDP1; Q9NUW8; recombinant TDP1, AlphaScreen DNA substrate cleavage; Potency, µM (doses to about 130 µM), without a hit: at the highest dose activity change, negative = inhibition, most hits filed as inhibitors; hit rate 0.28% among 350,000; AID 485290; also: nearly all actives have a fitted effect of over 40% in size
Target sequence (Q9NUW8 whole entry, looked up): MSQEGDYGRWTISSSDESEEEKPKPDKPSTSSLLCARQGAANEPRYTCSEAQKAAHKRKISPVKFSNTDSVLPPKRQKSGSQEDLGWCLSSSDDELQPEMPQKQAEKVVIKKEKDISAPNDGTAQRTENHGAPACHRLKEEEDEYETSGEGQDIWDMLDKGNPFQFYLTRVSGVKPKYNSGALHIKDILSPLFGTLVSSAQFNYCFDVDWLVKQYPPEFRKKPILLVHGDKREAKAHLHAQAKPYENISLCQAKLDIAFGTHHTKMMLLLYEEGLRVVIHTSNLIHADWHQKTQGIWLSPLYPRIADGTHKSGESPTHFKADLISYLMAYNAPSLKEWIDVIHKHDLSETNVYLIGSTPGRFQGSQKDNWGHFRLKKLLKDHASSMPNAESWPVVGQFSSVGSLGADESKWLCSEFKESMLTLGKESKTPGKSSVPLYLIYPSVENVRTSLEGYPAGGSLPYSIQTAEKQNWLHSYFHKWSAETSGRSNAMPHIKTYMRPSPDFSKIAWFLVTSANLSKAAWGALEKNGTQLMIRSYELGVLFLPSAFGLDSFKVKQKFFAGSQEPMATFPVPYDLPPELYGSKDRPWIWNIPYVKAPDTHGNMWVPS
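Steps: enzyme plus compound, 15 min RT; add biotin/phosphotyrosine-FITC oligonucleotide (15 nM final), react 5 min; add donor/acceptor beads (10 ug/ml final), 10 min; read AlphaScreen. Tdp1 at 1 nM final.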
FEN1 inhibitor – blocks human flap endonuclease 1; P39748; AID 588795; Recombinant FEN1 flap cleavage, fluorescence, 15 min; hit rate 0.35% among 390,000; Potency, µM (doses to about 114 µM), for inactives: top-dose activity change, negative = inhibition, actives largely listed as inhibitors; also: nearly all actives have a fitted effect of over 65% in size
Target sequence (P39748 whole entry, looked up): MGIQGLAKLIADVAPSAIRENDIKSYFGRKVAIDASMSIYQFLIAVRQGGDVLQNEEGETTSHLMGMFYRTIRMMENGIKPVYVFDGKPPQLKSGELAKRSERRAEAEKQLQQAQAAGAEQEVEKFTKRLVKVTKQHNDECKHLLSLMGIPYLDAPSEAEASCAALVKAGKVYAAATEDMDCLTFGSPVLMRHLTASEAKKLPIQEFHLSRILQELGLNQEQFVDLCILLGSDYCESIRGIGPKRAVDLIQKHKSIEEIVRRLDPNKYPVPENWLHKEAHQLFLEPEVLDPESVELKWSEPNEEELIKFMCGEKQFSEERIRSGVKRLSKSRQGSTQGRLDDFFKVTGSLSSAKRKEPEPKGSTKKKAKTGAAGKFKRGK
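With each library titrated from low to high concentration, compounds met 10 nM FEN1 for 15 min at room temperature before 50 nM substrate was added; readings at 0 and 15 min fed four-parameter Hill curve fits.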
An asterisk follows results filed as active; ? = inconclusive; . = no result given; & = joins results of further samples; [ ] = dose if it differs, or a comment. Calls follow the shape of the dose curve; as a rule, active = well fitted curve in the direction sought with a large enough effect; inconclusive = small, poorly fitted or top-dose-only effect, or another doubt; inactive = no such curve, though single readings can be large; an effect the other way counts as inactive or inconclusive. Unless noted, % is scaled to controls: 0 for no effect and ±100 for the full control effect; potency is read from the fitted curve at half-maximal effect.

N370S GC mod	TDP1 inh	FEN1 inhibitor	SMILES
-6%	6%	0%	O=C(NCCO)c1ccc(Oc2ccc(C(F)(F)F)cc2[N+](=O)[O-])cc1
24%	-7%	-2%	CCOC(=O)c1sc(NC(=O)CSc2n[nH]c(-c3ccncc3)n2)c(C#N)c1C
-2%	3%	1%	COc1cc(-n2c(=O)c3ccccc3n(Cc3cccc(F)c3)c2=O)cc(OC)c1OC
.	-3%	-13%	Cc1ccc(CO)cc1Nc1ncnc2onc(-c3ccc(F)cc3)c12
-5%	7%	-2%	CN(C)S(=O)(=O)c1ccc(N2CCCC2)c(C(=O)N2CCN(c3ccc([N+](=O)[O-])cc3)CC2)c1
-7%	-5%	-15%	CC(C)N(Cc1cnn(C)c1)Cc1nc(Cc2ccccc2Cl)no1
3%	-5%	-3%	COC(=O)CSc1nnc(-c2sc3ccccc3c2Cl)o1
23%	7%[56.1 µM]	.	CC(CCC(=O)O)C1CCC2C3CC[C@H]4CC(O)CC[C@@]4(C)C3C=C[C@]12C (stereo not given in full)
3%	-2%	-12%	O=C(Nc1ccccc1N1CCN(c2ccccc2)CC1)c1ccccc1F
.	2%	-13%	CC(=O)N1CCc2cc(S(=O)(=O)NC(Cc3ccccc3)C(=O)Nc3ccc(Cl)cc3)ccc21 (stereo not given)
.	-1%[12.3 µM]	?	Cc1ccc(-c2nnc(Nc3ccc(S(N)(=O)=O)cc3)c3ccccc23)cc1S(=O)(=O)N1CCCCC1
3%	4%	5%	Cc1cc(C)n(CC(=O)NC2CCCc3c2cnn3-c2ccc(C)c(C)c2)n1 (stereo not given)
-3%	4%	2%	COc1ccc(NC(=S)N2CCN(Cc3ccco3)CC2)c(OC)c1
.	3%	-3%	Cc1cc(C)cc(NC(=O)C2CCN(C(=O)c3cnn(-c4ccccc4)c3-n3cccc3)CC2)c1
-6%	.	-3%	Cc1cccc(NC(=O)Cc2ccc(NC3=NC4CS(=O)(=O)CC4S3)cc2)c1 (stereo not given)
9%	9%	6%	COC(=O)c1ccc(C(=O)OC)c(NC(=S)N2CCN(c3ccccc3)CC2)c1
.	6%	-14%	COc1ccc(C(=O)c2cn(Cc3ccccc3)c3ccccc3c2=O)cc1OC
-5%	.	-1%	Cc1nc2c(C)cccc2c2c1COC2
.	0%[56.1 µM]	-3%	CCN1C(=O)C(=O)N(CC(=O)Nc2cc(C)ccc2C)C1=O
-3%	4%&0%	.	NC(CSSCC(N)C(=O)O)C(=O)O (stereo not given)
-5%	9%	.	COc1ccc(-c2cc(=O)c3c(O)cc(O)cc3o2)cc1O
-7%	0%	6%	Cc1ccc(OCCn2c(C)c(/C=N/n3cnnc3)c3ccccc32)cc1
-7%	.	-11%	Cc1ccc(S(=O)(=O)N(CC(=O)Nc2cccc(C)c2C)C(=O)N2CCN(C)CC2)cc1
-13%	10µM*	3%	C[C@@H]1C(NC(=O)c2ccccc2)CC2CC1C2(C)C (stereo not given in full)
21%	-5%	20%	O=C(O)Cc1sc(-c2ccccc2Cl)nc1-c1ccccc1
-3%	9%	5%	O=C(Nc1nncs1)c1ccccc1NS(=O)(=O)c1cccs1
3%	3%	3%	COC(=O)C1=C(NC(=O)C2CCCCC2)CCS1
-1%	1%	7%	COC(=O)CSc1ncc(C#N)c(N)n1
30%	3%	7%	CCC(=O)N(CCC(Cc1ccccc1)c1ccc2c(c1)OCO2)Cc1ccccc1F (stereo not given)
.	5%	5%	COC(=O)c1nnn(CC(=O)Nc2cc(F)ccc2F)c1C(=O)OC
?	.	-4%	Cc1ccc(C(C)C)c(OCC(O)CN2CCc3ccccc3C2)c1 (stereo not given)
2%	9%	-6%	COC(=O)c1ccccc1NC(=O)COc1ccc(S(=O)(=O)N2CCCC2)cc1C
12%	0%	-10%	CCN(CC)c1ccc(C(=O)c2cnc(/N=C/N(C)C)s2)cc1
?	3%	-7%	CCOC(=O)c1c(C)n(CC)c2ccc(OC(=O)c3ccc([N+](=O)[O-])cc3)cc12
-2%	11%	14%	COc1cc(/C=N/Nc2ccccc2[N+](=O)[O-])ccc1OC(=O)c1ccccc1F
12%	5%	-2%	COc1cccc(-c2nn(-c3ccccc3)cc2CN(C)C(C)c2ccncn2)c1 (stereo not given)
1%	-10%[0.0935 µM]	-9%	Cc1c(C(=O)N2CCOCC2)sc(NC(=O)c2ccccc2F)c1C#N
-2%	.	0%	COc1ccc(NC(=O)CCNC(=O)c2ccco2)cc1OC
.	8%	15%	O=C(NCCc1ccccc1)c1ccc2c(c1)nc1n2CCOC1
-13%	1%[56.1 µM]	2%	CC(C)Oc1ccc(CN2CCC(n3nccc3NC(=O)CCc3ccccc3)CC2)cc1
-2%	2%	0%	O=C(Nc1c2c(nn1-c1ccc(F)cc1)CS(=O)C2)c1ccc2c(c1)OCO2 (stereo not given)
-8%	.	-7%	COc1cc(C(=O)NCCC(=O)N2CCCCC2)cc(OC)c1OC
5%	-1%	-1%	CCOc1ccc2nc(Cl)c(CN(C(C)=O)C3CCCCC3)cc2c1
-4%&-3%	12%	.	CC(C)[N+]1(C)C2CCC1CC(OC(=O)C(CO)c1ccccc1)C2 (stereo not given)
2%	6%	-14%	COc1ccc(C(=O)NCCn2ccc3ccccc32)cc1
.	1%	-10%	Cc1ccc(NC(=O)COC(=O)c2nn(C)c(=O)c3ccccc23)cc1F
12%	8%	5%	CCn1c(CCNC(=O)c2ccc(Cl)c(Cl)c2)nnc1SCCOc1ccc(OC)cc1
4%	3%	23%	Cn1cc(CNC(=O)C2CCCCC2)cn1
.	?	-16%	CCOCCCNC(=O)c1c[nH]c2ccc(S(=O)(=O)Nc3cccc(Cl)c3C)cc2c1=O
.	-2%	-18%	COc1ccc(-c2cc(C(F)(F)F)nc(-n3cc(Cl)cn3)n2)cc1
6%	1%	19%	CCC(C)Sc1nc2c(c(=O)n1C)SC(C)C2 (stereo not given)
.	2%	0%	CC1CCCN(c2csc3ccccc3c2=O)C1 (stereo not given)
4%	5%	4%	Cc1cccc(N=C2NC(=O)CS2)c1C
-7%	.	-14%	C=CCc1cccc(CNn2cnnc2)c1O
-6%	.	-15%	O=C(N/N=C/c1ccc2nccnc2c1)c1ccc(Br)cc1
-3%	-2%	4%	Cc1cccc(NC(=O)NCC(c2ccco2)N2CCCCC2)c1 (stereo not given)
-5%	4%	.	C[C@@H]1OC(O[C@H]2[C@H](Oc3cc(O)c4c(=O)c(O)c(-c5ccc(O)cc5)oc4c3)O[C@H](CO)[C@@H](O)[C@@H]2O)[C@H](O)[C@H](O)[C@H]1O (stereo not given in full)
2%	-17%[0.505 µM]	7%	COc1cccc(NC(=O)CN(C)C(=O)c2ccc(COc3ccccc3)cc2)c1
6%	-1%	8%	COc1ccc(NC(=O)c2ccc3c(c2)C(=O)N(Cc2cccnc2)C3=O)cc1
1%	.	7%	O=C(NCc1ccccc1)c1nccnc1CO

14 successive compounds out of the list so far, for reference:
N370S GC mod	TDP1 inh	FEN1 inhibitor	SMILES
?	.	-4%	Cc1ccc(C(C)C)c(OCC(O)CN2CCc3ccccc3C2)c1 (stereo not given)
2%	9%	-6%	COC(=O)c1ccccc1NC(=O)COc1ccc(S(=O)(=O)N2CCCC2)cc1C
12%	0%	-10%	CCN(CC)c1ccc(C(=O)c2cnc(/N=C/N(C)C)s2)cc1
?	3%	-7%	CCOC(=O)c1c(C)n(CC)c2ccc(OC(=O)c3ccc([N+](=O)[O-])cc3)cc12
-2%	11%	14%	COc1cc(/C=N/Nc2ccccc2[N+](=O)[O-])ccc1OC(=O)c1ccccc1F
12%	5%	-2%	COc1cccc(-c2nn(-c3ccccc3)cc2CN(C)C(C)c2ccncn2)c1 (stereo not given)
1%	-10%[0.0935 µM]	-9%	Cc1c(C(=O)N2CCOCC2)sc(NC(=O)c2ccccc2F)c1C#N
-2%	.	0%	COc1ccc(NC(=O)CCNC(=O)c2ccco2)cc1OC
.	8%	15%	O=C(NCCc1ccccc1)c1ccc2c(c1)nc1n2CCOC1
-13%	1%[56.1 µM]	2%	CC(C)Oc1ccc(CN2CCC(n3nccc3NC(=O)CCc3ccccc3)CC2)cc1
-2%	2%	0%	O=C(Nc1c2c(nn1-c1ccc(F)cc1)CS(=O)C2)c1ccc2c(c1)OCO2 (stereo not given)
-8%	.	-7%	COc1cc(C(=O)NCCC(=O)N2CCCCC2)cc(OC)c1OC
5%	-1%	-1%	CCOc1ccc2nc(Cl)c(CN(C(C)=O)C3CCCCC3)cc2c1
-4%&-3%	12%	.	CC(C)[N+]1(C)C2CCC1CC(OC(=O)C(CO)c1ccccc1)C2 (stereo not given)

The results go on:
N370S GC mod	TDP1 inh	FEN1 inhibitor	SMILES
-4%	-13%	-3%	COc1cc(C(C(=O)NC2CCCC2)N(CCO)C(=O)Cn2nnc(-c3ccc(C)o3)n2)ccc1O (stereo not given)
19%	0%	-7%	CCn1c(CNc2ccc(Cl)cc2)nnc1SCC#N
-8%	3%	10%	CCCC(c1nnnn1CCOC)N1CCN(c2cccc(OC)c2)CC1 (stereo not given)
2%	-2%	-1%	CCCC(=O)Nc1sc(C)c(-c2ccc(OC)cc2)c1C#N
-1%	-2%	-9%	COc1ccccc1NS(=O)(=O)c1cc(NC(=O)c2ccccc2F)ccc1N1CCOCC1
-12%	6%	3%	CCN(CC)S(=O)(=O)c1ccc(Cl)c(NC(=O)COC(=O)/C=C/c2cc(OC)c(OC)c(OC)c2)c1
-2%	2%	-1%	CC/C(=N/O)C(=O)c1ccc(Br)cc1
1%	6%	-12%	COc1ccc2c(c1OC)C(=O)N1c3ccccc3C(=O)N(c3ccc(F)cc3)C21 (stereo not given)
22%	4%	-2%	CCOC(=O)C1=C(C)NC(=S)N(C=O)C1c1ccccc1 (stereo not given)
-21%	-1%	4%	C/C(Cn1nnc([N+](=O)[O-])n1)=N\NC(=O)c1ccncc1
-1%	5%	-16%	Cc1c(Cl)cccc1NC(=S)N1CCN(C(=O)C2CCCO2)CC1 (stereo not given)
-8%	11%	-2%	COc1ccccc1N1CCN(CCCCOc2cccc3ccccc23)CC1
?	3%	-16%	COc1ccc2c(c1)[C@H]1[C@H](CO2)[C@H](c2ccccc2)[C@]2(C)C(=O)Nc3ccccc3C(=O)N12
7%	0%	7%	Cc1cc(C)c2nc(SCc3ccc([N+](=O)[O-])cc3)nc(C)c2c1
13%	2%	2%	c1ccc(Cc2nnc(-c3ccccc3)o2)cc1
-8%	.	21%	O=C(O)c1ccc(NS(=O)(=O)c2ccc(N3CCCC3)c([N+](=O)[O-])c2)cc1
4%	7%	-18%	O=C(C1CCC1)N1CCc2cc(S(=O)(=O)NCC3COc4ccccc4O3)ccc21 (stereo not given)
4%	1%	-18%	COc1ncnc2c1sc1nc(-c3ccccc3)c3c(c12)CCCC3
17%	6%	-4%	CCCCc1ccc(NC(=O)c2ccc(N(C)S(C)(=O)=O)cc2)cc1
-11%	3%	-8%	CC1=C(C(=O)Nc2ccc(Cl)cc2)C(c2cccs2)n2nnnc2N1 (stereo not given)
?	.	-5%	O=C(c1cc(-c2ccc(Cl)s2)nc2ccccc12)N1CCOCC1
.	1%	-2%	CN(C)c1ncc(C(=O)NCc2ccc(Cl)cc2)cn1
-8%	14%[56.1 µM]	.	Cc1ccc(CC(Cc2nc3ccccc3[nH]2)c2nc3ccccc3[nH]2)cc1 (stereo not given)
9%	3%	10%	Cc1sc2nc(SCC(=O)N(C)Cc3ccccc3)n(-c3ccccc3)c(=O)c2c1C
-20%	.	-5%	COc1ccc(CCNC(=O)CSc2nc(=O)n3cccc(C)c3n2)cc1OC
1%	-2%	.	COc1ccc(COC(=O)c2ccc3c(=O)n4c(nc3c2)CCC4)cc1F
12%	-3%	-15%	O=C(COc1cccnc1[N+](=O)[O-])Nc1ccccc1Sc1ccccc1
-7%	.	-8%	COc1cccc2cc(C(=O)Nc3cc(Cl)ccc3N3CCOCC3)c(=O)oc12
.	3%	-5%	Cc1ccc(NC(=O)c2nc[nH]c2C(=O)NCCCCCCNC(=O)c2[nH]cnc2C(=O)Nc2ccc(C)cc2)cc1
8%	3%	.	O=C1CSC(c2ccccc2)N1c1nnc(C23CC4CC(CC(C4)C2)C3)s1 (stereo not given)
.	10%	-11%	Cc1ccc(-n2cnc3cc(C(=O)NCc4ccc(F)cc4)ccc32)c(C)c1
.	9%	1%	COc1ccc(CNC(=O)c2sc3nc4n(c(=O)c3c2C)CCCCC4)cc1
13%	5%	-15%	O=S(=O)(Nc1ccc(N2CCCCC2)cc1)c1ccccc1F
.	9%	-9%	COc1cccc(N2CCN(C(=O)c3ccc(Cn4c(=O)[nH]c5cc(OC)c(OC)cc5c4=O)cc3)CC2)c1
-5%	.	7%	CCOc1cccc(/C=N/N=C/c2cccc(OCC)c2O)c1O
-16%	5%	-6%	O=C(Nc1cc(Cl)ccc1O)c1snnc1-c1ccccc1
-9%	1%	-10%	CC1CC(C)CN(C(=O)c2ccc(NC(=O)c3ccc(=O)[nH]c3)cc2)C1 (stereo not given)
-14%	1%	-8%	CC(=O)N(CN1C(=O)c2ccccc2C1=O)c1cccc(C)c1
3%	3%	?	O=C(Nc1ccc(S(=O)(=O)N2CCCCCC2)cc1)c1ccc(Br)o1
